ELG1 repair inh: inhibitors of ELG1-dependent DNA repair in HEK293T cells. HEK293T ELG1-luciferase reporter, luminescence, 16 h; DNA damage induced by 5-fluorouridine. Potency, µM (doses to about 46.1 µM), for the others: at the top dose activity change, negative = inhibition, most hits filed as inhibitors. 330,000 compounds, 2.3% hits. AID 504467; further: potency means the concentration at half of the fitted maximal effect; on the % scale 0 is the no-effect control and ±100 the full control effect; nearly all actives have a fitted effect of over 55% in size
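Overnight (16 hr) co-exposure of 2,000 cells/well to 5-fluorouridine and compound at 37 °C preceded detection. Luciferase was quantified via ONE-Glo luminescence; loss of signal denotes inhibition.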
Mito fusion act: inhibitors of mitochondrial division or activators of mitochondrial fusion; S. cerevisiae fusion-defective mutant growth rescue, CellTiterGlo 48 h; Potency, µM (doses to about 46.1 µM), inactives show top-dose growth rescue (activation), actives largely listed as activators; 320,000 compounds, 0.23% hits; AID 485298;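 further: potency means the concentration at half of the fitted maximal effect; % of control where 0% means no effect; nearly all actives have a fitted effect of over 45% in size; temperature-sensitive fusion mutants such as fzo1-1 at 37 °C on non-fermentable ethanol glycerol medium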
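Luminescent cell viability in 1536-well qHTS format served as the measure of rescued growth in ts fusion-mutant S. cerevisiae cultured on non-fermentable YPEG for 48 hours at 37C.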
TCR activator: activates T cell receptor signaling; primary human leukocytes, anti-CD3, IL-2 HTRF, 48 h; Potency, µM (titrated, usually from 9.22 µM), for inactives: at the highest dose activation of IL-2 secretion, hits mostly activators; 330,000 tested, under 10 active; AID 504894; further: % of control where 0% means no effect
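Primary human leukocytes were stimulated with a-CD3 beads plus compounds for 48 hr without co-stimulation; secreted IL-2 was quantified by HTRF using a-IL-2-K (europium cryptate) and a-IL-2-d2, excited at 320nm with acceptor emission read at 665nm.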
BCR signal inh: chronic active BCR signaling inhibition; ABC-DLBCL IkBa-CBG/CBR reporter, luminescence ratio, 4 h; Potency, µM (titrated, usually from 46.1 µM), without a hit: at the top dose ratio change, negative = lower green/red ratio, most hits filed as inhibitors; 340,000 compounds, 0.05% hits; active means well fitted inhibition curve with a large enough effect in the signal ratio, with a control signal flat, not every such curve was filed as active; inconclusive means small, poorly fitted or top-dose-only effect, or effect the other way, or a change in a side signal; the % refers to the signal ratio;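 further: potency means the concentration at half of the fitted maximal effect; plate controls were basal doxycycline-induced cells for no effect and cells given 10 µM MG132 for full effect; MG132 reads +100%, hits lower the ratio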
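Doxycycline induced both beetle luciferases in TMD8 lymphoma cells; IKK-driven degradation limits the IkappaBalpha-fused green signal, while red luminescence normalises for cell number and nonspecific effects. Compounds tested up to 46 uM, 4 hrs.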
USP2a inh: inhibitors of human ubiquitin-specific protease USP2a; USP2 core, Ub-CHOP2 coupled fluorogenic reporter, 485/531; Potency, µM (titrated, usually from 38.3 µM), for inactives: at the highest dose activity change, negative = inhibition, most hits filed as inhibitors; 330,000 compounds, 0.01% hits;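 further: potency means the concentration at half of the fitted maximal effect; plate controls were DMSO wells for no effect and full inhibition by NEM control for full effect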
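USP2 core (10nM final) preincubated 30min RT with compound in 20mM Tris-HCl pH 8.0, 2mM CaCl2, 2mM beta-mercaptoethanol, 0.05% CHAPS; 25nM Ub-CHOP2 plus 25nM reporter substrate added, fluorescence (Ex485/Em531) read after 60min.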
PTAP TSG101 blk: blocks PTAP/TSG101 interaction to inhibit HIV-1 budding; Q99816; Fluorescence polarization, FITC-PTAP peptide / Tsg101 binding; Potency, µM (series often up to 115 µM), for inactives: at the top dose activity change, negative = inhibition, usual class: inhibitors; 340,000 tested, under 10 active; active means well fitted inhibition curve with a large enough effect in the main read-out, with a control signal flat, not every such curve was filed as active; inconclusive means small, poorly fitted or top-dose-only effect, or effect the other way, or a change in a side signal; inactive means no such curve, though single readings can be large or run the other way; further: potency means the concentration at half of the fitted maximal effect; % of control where 0% means no effect
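Tsg101 binding domain (10 uM final) was mixed with compound and a FITC-labeled PTAP peptide (50 nM final) in HEPES pH 7.5 buffer with NaCl, Tween 20, EDTA and TCEP; fluorescence polarization was read after 20 min at r.t.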
TSHR antag: blocks TSH signaling through the human TSH receptor | P16473 | TSHR-expressing cells, TSH-stimulated cAMP HTRF, 2 h; stronger effect = lower value | activity change, negative = inhibition, % at 11.5 µM | 330,000 compounds, 0.2% hits;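 active means activity change below a set negative limit, meaning inhibition stronger than a set level, cut at about -70% in these data; inconclusive means activity change between two set negative limits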; further: on the % scale 0 is the no-effect control and ±100 the full control effect
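Cell-based HTRF cAMP assay; TSHR cells + compound, TSH EC80 (4nM final), 2 h, 37 deg C. Lysis with anti-cAMP cryptate and cAMP-d2, 30 min RT, read 665/620 nm.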
Eya2 inh: Eya2 (human) phosphatase inhibition. O00167. recombinant Eya2, OMFP fluorescence dephosphorylation (OMFP is methylfluorescein phosphate). Potency, µM (series often up to 76.9 µM), for inactives: top-dose activity, negative = inhibition, usual class: inhibitors. 330,000 compounds, 0.006% hits. AID 488837; further: potency means the concentration at half of the fitted maximal effect; on the % scale 0 is the no-effect control and ±100 the full control effect
Target sequence (O00167 whole entry, looked up): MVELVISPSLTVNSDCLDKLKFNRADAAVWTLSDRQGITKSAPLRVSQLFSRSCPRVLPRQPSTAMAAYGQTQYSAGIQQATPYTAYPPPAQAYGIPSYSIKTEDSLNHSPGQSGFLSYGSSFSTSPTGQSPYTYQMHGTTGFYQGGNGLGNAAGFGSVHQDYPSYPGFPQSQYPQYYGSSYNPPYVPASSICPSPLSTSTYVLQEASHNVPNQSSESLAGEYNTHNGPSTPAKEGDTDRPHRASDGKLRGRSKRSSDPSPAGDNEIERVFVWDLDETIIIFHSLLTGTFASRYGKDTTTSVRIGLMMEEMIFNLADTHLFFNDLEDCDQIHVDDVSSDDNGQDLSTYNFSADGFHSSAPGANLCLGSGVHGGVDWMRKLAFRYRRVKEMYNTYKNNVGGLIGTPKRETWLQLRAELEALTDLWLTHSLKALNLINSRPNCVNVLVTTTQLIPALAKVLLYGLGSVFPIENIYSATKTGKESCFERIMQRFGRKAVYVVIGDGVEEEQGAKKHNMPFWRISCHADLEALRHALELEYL
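Eya2 (0.2 uM) preincubated 10 min at ambient with compound, then OMFP substrate added at 50 uM; 10 min reaction in 50 mM HEPES pH 7.5, 50 mM NaCl, 5 uM MgCl2, 0.05% BSA, 1 mM DTT. Fluorescence read at Ex 485/Em 525 nm.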
B2AR arrestin: agonists driving beta-arrestin recruitment to human beta2-adrenergic receptor. beta-arrestin recruitment to beta2AR, cell-based reporter. Potency, µM (highest dose often 46.1 µM), for inactives: at the top dose activation, actives largely listed as activators. 330,000 compounds, 0.02% hits. AID 492947;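 further: potency means the concentration at half of the fitted maximal effect; 0% = DMSO controls and full agonism = EC100 isoproterenol or metaproterenol; nearly all actives have a fitted effect of over 65% in size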
uPA generation: cell surface uPA generation inhibition; cell surface uPA generation assay, qHTS; Potency, µM (highest dose often 38.3 µM), for inactives: at the top dose activity change, negative = inhibition, usual class: inhibitors; AID 540303; 330,000 compounds, 0.31% hits; active means well fitted inhibition curve with a large enough effect; inconclusive means small, poorly fitted or top-dose-only effect; inactive means no such curve, though single readings can be large or run the other way; tested in mouse RAW 264.7 cells; further: potency means the concentration at half of the fitted maximal effect; on the % scale 0 is the no-effect control and ±100 the full control effect; nearly all actives have a fitted effect of over 55% in size
Tb PFK block: inhibitors of T. brucei phosphofructokinase; O15648; T. brucei PFK, ADP-Glo luminescence; Potency, µM (titrated, usually from 57.5 µM), inactives show at the top dose activity, negative = inhibition, hits mostly inhibitors; 330,000 compounds, 0.17% hits; AID 485367;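 further: potency means the concentration at half of the fitted maximal effect; 0% = uninhibited 1x PFK enzyme wells and -100% = no-enzyme wells; nearly all actives have a fitted effect of over 60% in size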
Target sequence (O15648 whole entry, looked up): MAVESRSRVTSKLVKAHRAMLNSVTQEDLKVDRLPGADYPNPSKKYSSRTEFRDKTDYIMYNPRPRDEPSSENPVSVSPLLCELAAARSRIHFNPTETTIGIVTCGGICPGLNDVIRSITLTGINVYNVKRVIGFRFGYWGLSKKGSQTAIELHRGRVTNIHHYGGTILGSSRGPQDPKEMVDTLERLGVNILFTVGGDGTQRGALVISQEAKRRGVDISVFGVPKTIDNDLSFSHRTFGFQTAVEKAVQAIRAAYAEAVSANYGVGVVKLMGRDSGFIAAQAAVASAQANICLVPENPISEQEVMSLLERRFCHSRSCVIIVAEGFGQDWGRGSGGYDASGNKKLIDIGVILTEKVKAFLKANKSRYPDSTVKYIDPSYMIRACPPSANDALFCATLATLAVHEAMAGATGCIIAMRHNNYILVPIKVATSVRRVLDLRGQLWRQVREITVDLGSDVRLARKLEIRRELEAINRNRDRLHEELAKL
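Luminescent ADP detection (ADP-Glo, two-step: ATP depletion then ADP-to-ATP conversion for luciferase) reported PFK activity after 45 min room-temperature reaction of 1.25 nM enzyme with 0.5 mM F6P and 0.1 mM ATP at pH 8.0.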
* marks the source's active call; other numbers are inactive results; ? = inconclusive; / = not tested or not shown; [ ] = another dose, or the depositor's remark. Unless noted, the call rests on the fitted dose curve; in most records, active means well fitted curve in the direction sought with a large enough effect; inconclusive means small, poorly fitted or top-dose-only effect, or another doubt; inactive means no such curve, though single readings can be large; an effect the other way counts as inactive or inconclusive. Outcome played no part in choosing rows; any-hit rate near 3%.

item	structure	ELG1 repair inh	Mito fusion act	TCR activator	BCR signal inh	USP2a inh	PTAP TSG101 blk	TSHR antag	Eya2 inh	B2AR arrestin	uPA generation	Tb PFK block
1	O=C(Nc1ccc(Oc2ccccc2)nc1)C1CCN(Cc2ccco2)CC1	-1%	0%	5%	3%	-1%	0%	2	2%	-0.7%	-3%	0%
2	O=C(CSc1cccc[n+]1[O-])c1ccc(-c2ccccc2)cc1	?	?	-2%	?	-1%	-4%	4	4%	0.0%	0%	2%
3	COc1ccc(CNC(=O)N2CCN(c3cccc(Cl)c3)CC2)cc1OC	0%	5%	-7%	?	0%	0%	-8	-3%	-0.4%	-2%	27µM*
4	CN1C(=O)CSc2ccc(NC(=O)NCc3ccc(F)cc3)cc21	7%	2%	-2%	-15%	-6%	-3%	4	12%	-0.3%	-5%	-7%
5	COc1cc(/C=C2\SC(=S)N(CCC(=O)Nc3cccc(O)c3)C2=O)cc(OC)c1OC	?	-1%	/	?	0%	1%	-41	-6%	3.6%	1%	2%
6	CC1(C)CN(C(Cc2ccccc2)C(N)=O)C1=O (configuration not stated)	13%	-3%	10%	4%	-1%	-3%	-7	8%	0.0%	3%	-7%
7	COc1cc2nc(NC(=O)c3ccccc3)sc(=O)c2cc1OC	-4%	8%	10%	?	-1%	0%	12	-26%	-0.8%	-8%	-8%
8	Fc1ccc(Oc2nnnn2-c2ccccc2)cc1	11%	3%	1%	4%	3%	1%	-9	2%	0.3%	5%	-4%
9	COc1ccc(CNC(=O)CN(c2ccc(OC)cc2)S(=O)(=O)c2c(C)nn(C)c2C)cc1	-8%	-1%	0%	?	0%	-1%	-14	-8%	-0.2%	-3%	1%
10	COC(=O)c1ccccc1NC(=O)C1CCCN(c2nnc(-n3cccc3)s2)C1 (configuration not stated)	?	?	-9%[46.1 µM]	0%	-2%	0%	0	-2%	-0.1%	4%	-4%
11	O=C(COc1cccc(C(F)(F)F)c1)Nc1ccc(S(=O)(=O)N2CCCCC2)cc1	-17%	16%	-2%	?	1%	2%	-2	-30%	-0.9%	-4%	-12%
12	Cc1ccccc1C(=O)OCC(=O)N(C)c1ccccc1	?	10%	9%	-4%	1%	-3%	-4	-15%	-0.2%	3%	0%
13	COc1ccc2cc[nH]c2c1	-4%	-2%	-1%	-5%	5%	-2%	10	7%	-0.2%	1%	-8%
14	CCOC(=O)C1=C(C)N=C2SC(C)C(=O)N2C1c1ccccc1 (configuration not stated)	1%	4%	10%	5%	0%	0%	-3	6%	-0.2%	1%	0%
15	CCn1c(=N)n(CC(=O)c2ccc(OC)c(OC)c2)c2ccccc21	-5%	-2%	1%	?	-1%	-4%	11	1%	0.2%	/	1%
16	O=C(/C=C/c1cccs1)N1CCC2(CC1)Oc1ccc(Cl)cc1C(=O)C21CC(c2ccccc2)=NO1 (configuration not stated)	8%	6%	-2%	-4%	2%	0%	-6	-9%	0.9%	0%	5%
17	COC(=O)c1sc(S(=O)(=O)NC(Cc2ccccc2)C(=O)O)c(C(=O)OC)c1C (configuration not stated)	13%	0%	0%	-1%	1%	-2%	4	8%	-0.1%	6%	-6%
18	Cc1cc(C)n2nc(SCc3nnc(-c4ccc(F)cc4)o3)nc2n1	4%	-7%	/	-1%	0%	/	-4	-2%	-0.3%	/	3%
19	O=C(NNC(=O)c1c(O)c2ccccc2[nH]c1=O)c1ccccc1	-3%	-13%	1%	/	2%	-4%	-2	-12%	0.3%	0%	2%
20	COc1ccc(-c2nc(SCC(=O)Nc3nccs3)c(-c3ccc(Cl)cc3)[nH]2)cc1	?	-4%	10%	?	-8%	-7%	-18	-8%	5.7%	?	1%
21	CCOC(=O)Nc1ccc2c(c1)N(CCCN(C)C)c1ccccc1CC2	?	-7%	1%	?	-15%	-3%	18	-8%	-0.6%	?	0%
22	CC(C)Cn1c(O)c2ccc(C(=O)N=NC(=O)c3cccnc3)cc2c1O	6%	-5%	-4%[46.1 µM]	1%	0%	-3%	-2	3%	-0.9%	-5%	0%
23	CCN(CC)CC(C(=O)N(CC)CC)P(=O)(c1ccccc1)c1ccccc1 (configuration not stated)	?	-4%	0%	12%	2%	-4%	25	-33%	0.3%	-10%	-2%
24	COc1ccc(C(C(=O)NCc2ccc(F)cc2)N(C(=O)c2csnn2)C2CC2)cc1 (configuration not stated)	-7%	-5%	-1%	3%	-1%	-3%	1	-7%	0.1%	3%	0%

Of the compounds above, these have a thiophene ring, fused or not:
item	structure	ELG1 repair inh	Mito fusion act	TCR activator	BCR signal inh	USP2a inh	PTAP TSG101 blk	TSHR antag	Eya2 inh	B2AR arrestin	uPA generation	Tb PFK block
16	O=C(/C=C/c1cccs1)N1CCC2(CC1)Oc1ccc(Cl)cc1C(=O)C21CC(c2ccccc2)=NO1 (configuration not stated)	8%	6%	-2%	-4%	2%	0%	-6	-9%	0.9%	0%	5%
17	COC(=O)c1sc(S(=O)(=O)NC(Cc2ccccc2)C(=O)O)c(C(=O)OC)c1C (configuration not stated)	13%	0%	0%	-1%	1%	-2%	4	8%	-0.1%	6%	-6%

Later entries:
item	structure	ELG1 repair inh	Mito fusion act	TCR activator	BCR signal inh	USP2a inh	PTAP TSG101 blk	TSHR antag	Eya2 inh	B2AR arrestin	uPA generation	Tb PFK block
25	O=C1CCN(c2ccc([N+](=O)[O-])cc2F)CC1	9%	9%	3%	-12%	2%	-5%	5	3%	-0.2%	-3%	-5%
26	Cn1c(SC/C=C/c2ccccc2)nnc1-c1cnccn1	16%	3%	3%	-1%	-1%	-7%	-4	7%	-0.8%	-2%	-11%
27	Nn1c(Nc2ccccc2)nc2ccccc2c1=O	0%	-1%	3%	3%	?	0%	0	2%[15.4 µM]	0.2%	-4%	-4%
28	CC1Cn2c(nc(=O)c3c2NCN(CCc2ccccc2)C3)S1 (configuration not stated)	-15%	-2%	-1%	?	-2%	-5%	8	-8%	0.2%	2%	-3%
29	CCOc1ccc(-n2c(-c3ccc(OC)cc3)c[n+]3c2CCCCC3)cc1	?	-1%	3%[46.1 µM]	1%	2%	-2%	-20	-28%	0.4%	-10%	2%
30	O=C(CN(C1CCCCC1)S(=O)(=O)c1ccccc1)N1CCCC1	4%	0%	-7%	2%	5%	-3%	-3	-1%	-0.3%	-3%	-6%
31	COC(=O)c1ccccc1NC(=O)c1cc2ccccc2o1	?	10%	-8%	?	-2%	-1%	18	11%	-0.1%	-3%	1%
32	O=C(CSc1nnc(Cn2cnc3ccccc32)o1)Nc1cccc2ccccc12	-6%	0%	/	-10%	1%	-7%	13	-6%	0.0%	-2%	-1%
33	O=C(NCC(=O)N1CCN(c2cccc(Cl)c2)CC1)c1ccc(Br)o1	-19%	8%	1%	-6%	2%	-1%	5	3%	-0.6%	-6%	?
34	O=C(/C=C/c1cn(-c2ccccc2)nc1-c1cccnc1)NCCN1CCOCC1	1%	-1%	5%	3%	7%	-22%	3	6%	-1.1%	-5%	6%
35	Cc1cc(=O)[nH]c(Nc2ccc(C(=O)OC(C)C)cc2)n1	1%	5%	0%	0%	-2%	-1%	5	7%	-0.1%	-3%	-16%
36	COc1cccc(NC(=O)N2CCC(NC(=O)C3CCCCC3)CC2)c1	17%	7%	-1%	-6%	-2%	-1%	13	-8%	-0.6%	-1%	1%
37	COC(=O)c1ccccc1NC(=O)CN(Cc1ccccc1)S(C)(=O)=O	-5%	-2%	0%	?	3%	-5%	10	1%	-0.9%	-2%	-9%

Bioassay records (PubChem)
